# NALP1 yeast inh: NALP1 inhibition. S. cerevisiae NALP1/ASC/caspase-1 growth, X-gal OD620, 72 h. actives 0.61% (n = 280,000). inhibition, % at 10 µM; in the data active means inhibition mostly above about 24%, no sharp cut-off; inactive means mostly below about 32%; further: some compounds called inactive have numbers as strong as hits
# MEKK2 mut-MEK5: signal of MEK5 binding to mutant human MEKK2 PB1 domain. bead flow cytometry, Alexa488-MEK5 binding to MEKK2 mutant. percent response, % at 10 µM. actives 0.35% (n = 290,000); in the data active means percent response above about 24%, passing the limit was not always enough; further: inactives centre near 1; some results filed as inactive read as strong as hits
# VIM-2 inhibitor: inhibitors of Pseudomonas aeruginosa VIM-2 metallo-beta-lactamase. AID 1527. inhibition, % at 5.6 µM. actives 0.89% (n = 290,000). purified VIM-2, nitrocefin hydrolysis, epi-absorbance fluorescence;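 active means inhibition above the mean of all tested compounds plus 3 SD, cutoff set per screening run, cut at about 7.5% in these data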;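 further: red hydrolysis product quenches plate fluorescence so inhibitors raise well fluorescence; 0% = enzyme with DMSO and 100% = DMSO without enzyme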
# MEKK2wt PB1 HTS: raises or lowers MEK5 binding to wildtype human MEKK2 PB1 domain. bead flow cytometry, Alexa488-MEK5 binding to MEKK2 WT; actives lie on both sides. AID 1531. actives 1.1% (n = 290,000). Q9Y2U5. binding response (% of control), % at 10 µM; in the data active means binding response below about 67% or above about 130%
# IMP-1 inhibitor: inhibitors of Pseudomonas aeruginosa IMP-1 metallo-beta-lactamase. purified IMP-1, nitrocefin hydrolysis, epi-absorbance fluorescence. inhibition, % at 5.6 µM. actives 0.45% (n = 290,000);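 active means inhibition above the mean plus 3 SD of all compounds in the same screening run, cut at about 4.5% in these data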;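 further: 0% = IMP-1 with DMSO and 100% = DMSO wells lacking enzyme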
#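 System: Purified IMP-1 | Read-out basis: Percent enzyme inhibition | Controls: IMP-1 with DMSO as 0%, enzyme-free DMSO as 100% | Replicates: One well per compound | Doses: 5.6 µM nominal single concentration | Detection: Epi-absorbance fluorescence, 480 nm excitation, 530 nm emission | Incubation: 25 °C, 15 min preincubation, 25 min reaction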
# HCV NS3 hel inh: blocks Hepatitis C virus NS3 helicase unwinding; NS3 helicase DNA unwinding, Cy5 molecular beacon fluorescence; inhibition, % at 10.9 µM; actives 0.56% (n = 290,000);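 active means inhibition above the mean of all tested compounds plus 3 SD, set per campaign, cut at about 35% in these data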;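 further: 0% = DMSO wells and 100% = thioflavine S control wells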
#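 Compound dosing – single dose, 10.9 µM nominal final, DMSO 0.8% final · System – NS3 helicase fragment of HCV · Buffer or medium – MOPS pH 6.5, MgCl2, DTT, Tween20, BSA · Signal – Cy5 beacon fluorescence read at start and 1 h · Also added – annealed dual-labelled DNA beacon duplex, ATP-started · Schedule – 1 h at 25 °C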
# DNA FID counter: fluorescent intercalator displacement, NS3 helicase counter-screen; DNA fluorescent intercalator displacement, fluorescence; inhibition, % at 7.9 µM; actives 0.17% (n = 290,000); in the data active means inhibition above about 37%;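 further: 0% = vehicle and 100% = reference compound; higher means more ethidium bromide displaced from hairpin DNA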
# SUMO HTRF inh: blocks human SUMOylation mediated by UBC9. P63279. HTRF SUMOylation assay, SAE1/SAE2 + UBC9, in vitro. inhibition, % at 35 µM. actives 0.36% (n = 290,000). AID 2006; in the data active means inhibition above about 50%, passing the limit was not always enough; further: strong numbers were not always called active
# Target sequence (P63279 whole entry, looked up): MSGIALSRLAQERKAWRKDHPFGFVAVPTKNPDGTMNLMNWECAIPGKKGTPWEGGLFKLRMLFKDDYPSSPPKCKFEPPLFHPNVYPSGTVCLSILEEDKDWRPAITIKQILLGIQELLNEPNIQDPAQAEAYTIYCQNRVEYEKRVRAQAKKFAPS
# M18AAP inhibitor: PfM18AAP enzyme inhibition; recombinant PfM18AAP, H-Glu-NHMec fluorogenic cleavage; inhibition, % at 7.35 µM; actives 1.2% (n = 290,000); AID 1822;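 active means inhibition above the campaign mean inhibition over all tested compounds plus 3 SD, cut at about 28% in these data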;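 further: 0% = plate median of test compound wells and 100% = 2 mM ZnCl2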
# * hit, by the source's call; x = no result given. Hits appear at their usual frequency; about 4.7% have a hit in one of these screens.
SMILES,NALP1 yeast inh,MEKK2 mut-MEK5,VIM-2 inhibitor,MEKK2wt PB1 HTS,IMP-1 inhibitor,HCV NS3 hel inh,DNA FID counter,SUMO HTRF inh,M18AAP inhibitor
CN(C)S(=O)(=O)c1ccc(C(=O)NC(=O)CSc2ccccc2)cc1,x,-1,-4.4,102,-2.4,1,2,3,-2
CC(C)(C)c1ccc(CS(=O)CC(O)CO)cc1 (centres undefined),16,-4,-0.6,92,0.1,-2,-6,1,-6
CSc1cccc(NC(=O)Cn2cnc(S(=O)(=O)N3CCCC3)c2)c1,6,-3,0.7,97,-0.5,3,-10,-1,2
CCc1cc(C(c2ccc(OC)c(OC)c2)N2CCOCC2)c(NC(=O)c2ccccc2)s1 (centres undefined),26,14,-0.7,103,-1.5,1,-10,7,-6
COc1ccc(/C=N/n2cnc3c([nH]c4ccc(Br)cc43)c2=O)cc1CN1CCOCC1,-9,2,-2.5,102,-1.8,1,3,-13,3
O=C(Cc1ccccc1F)OCC(=O)N1CCN(C(=O)c2ccco2)CC1,-10,-1,-3.3,97,-3.0,9,-6,13,2
COc1cc(C(=O)OCC(=O)Nc2ccc(SC(F)F)cc2)cc(OC)c1OC,22,-2,-0.7,99,0.0,15,-9,-11,2
Nc1ccc2nc(CCCCCCc3nc4ccc(N)cc4[nH]3)[nH]c2c1,3,1,-0.7,108,0.0,-41,21,-21,3
Cc1cc(N2CCCC2)ccc1NC(=O)CN1C(=O)NC(C)(c2ccccc2)C1=O (centres undefined),16,2,-1.5,107,-2.1,-51,-14,-11,30*
c1ccc2c3c(c(CN4CCCC4)cc2c1)COC3,5,-1,-1.9,103,-0.1,5,9,14,-1
COc1ccc(-c2ccc(S(=O)(=O)NCC3CCCO3)cc2)cc1 (centres undefined),21,2,-4.2,108,-1.2,-14,-13,4,-1
CCc1ccc(CN(C)CC(=O)Nc2sccc2C#N)cc1,34,-4,-4.5,92,0.7,2,-6,6,11
O=C(Nc1ccc(Cl)c(Cl)c1)Nc1ccccc1C(=O)O,3,3,-2.0,99,-1.9,2,-16,25,4
COc1ccc(C(=O)Nc2ncc3c(n2)CC(c2ccco2)CC3=O)cc1 (centres undefined),11,12,-0.9,103,-2.4,8,-17,-6,4
CC(C)(C)NC(=O)Nc1ccc(Cn2cc(C(F)(F)F)ccc2=O)cc1,9,0,-2.3,106,-1.0,-6,-21,1,1
NC(=O)c1ccccc1NC(=O)/C=C/c1ccccc1,37,8,-2.4,104,-4.1,3,-5,5,3
COC(=O)c1ccc(CSc2nnc(Nc3ccccc3OC)s2)o1,7,4,0.8,98,-0.2,4,-24,22,3
CC(C)c1ccc2oc(-c3ccc(NC(=O)c4ncn[nH]4)cc3)nc2c1,-14,0,-2.7,100,-3.4,-4,-6,48,3
CCOC(=O)N1CCN(CC(O)COc2ccccc2C(C)CC)CC1 (centres undefined),26*,7,-1.2,100,-1.8,-1,-2,20,-1
Cc1ccc(-n2ncc3c(=O)n(CC(N)=O)cnc32)cc1C,23,-1,0.4,99,0.4,-7,-4,13,-4
COc1ccc(C(O)P(=O)(OCC(C)C)c2ccc(N(C)C)cc2)c(OC)c1 (centres undefined),23,9,-2.6,103,-3.1,-4,-39,11,1
Fc1ccc(CSc2nncn2NC/C=C/c2ccccc2)cc1,38,7,-2.0,114,-2.4,-7,-23,1,0
Cc1cc(C(=O)Cn2nc(C(=O)O)c3ccccc3c2=O)c(C)n1C1CC1,4,-2,0.8,95,-1.9,-9,1,-1,-3
Cn1cccc1CNC(=S)Nc1ccccc1Cl,25,6,-1.4,110,-2.0,4,-5,-18,7
COc1cccc(OCCn2cc(C=O)c3ccccc32)c1,21,0,0.4,100,1.4,-4,-15,7,-10

# Part of the list above, tab-delimited.
smiles	NALP1 yeast inh	MEKK2 mut-MEK5	VIM-2 inhibitor	MEKK2wt PB1 HTS	IMP-1 inhibitor	HCV NS3 hel inh	DNA FID counter	SUMO HTRF inh	M18AAP inhibitor
CC(C)(C)NC(=O)Nc1ccc(Cn2cc(C(F)(F)F)ccc2=O)cc1	9	0	-2.3	106	-1.0	-6	-21	1	1
NC(=O)c1ccccc1NC(=O)/C=C/c1ccccc1	37	8	-2.4	104	-4.1	3	-5	5	3

# Ordered by value in MEKK2 mut-MEK5 (largest number first): some entries from above.
SMILES	NALP1 yeast inh	MEKK2 mut-MEK5	VIM-2 inhibitor	MEKK2wt PB1 HTS	IMP-1 inhibitor	HCV NS3 hel inh	SUMO HTRF inh	M18AAP inhibitor
Fc1ccc(CSc2nncn2NC/C=C/c2ccccc2)cc1	38	7	-2.0	114	-2.4	-7	1	0
Cn1cccc1CNC(=S)Nc1ccccc1Cl	25	6	-1.4	110	-2.0	4	-18	7
c1ccc2c3c(c(CN4CCCC4)cc2c1)COC3	5	-1	-1.9	103	-0.1	5	14	-1

# Next records.
SMILES,NALP1 yeast inh,MEKK2 mut-MEK5,VIM-2 inhibitor,MEKK2wt PB1 HTS,IMP-1 inhibitor,HCV NS3 hel inh,DNA FID counter,SUMO HTRF inh,M18AAP inhibitor
O=[N+]([O-])c1cc(Cl)cc(/C=N/NC(=S)Nc2ccc(S(=O)(=O)N3CCOCC3)cc2)c1O,-1,-4,-3.3,91,-3.7,34,-6,95*,14
COc1ccc(/C=N/NC(=O)c2cccc(OC(F)(F)C(F)F)c2)cc1O,11,-2,-1.8,102,-1.8,3,-15,2,2
Cc1ccc(S(=O)(=O)Nc2ccc3c(c2)CCC3)cc1C,29,16,-1.2,118,-2.9,-5,-18,-17,-2
COC(=O)c1ccc(NS(=O)(=O)c2ccc(-c3cc(C)no3)s2)cc1,16,-4,0.2,99,-1.8,-4,-24,9,0
O=C(O)/C=C/C(=O)Nc1ccc(-n2ccc(C(F)(F)F)n2)cc1,-13,0,-2.8,100,-3.9,3,-1,5,2
O=C(NC1CCCC1)c1ccc(CS(=O)(=O)c2ccc(Cl)cc2)o1,18,1,-2.1,103,-2.7,4,-28,-10,0
CC(C)Sc1nnc(CNC(=O)C23CC4CC(CC(C4)C2)C3)n1C1CCCCC1,26,29,-3.2,102,-4.7,1,-15,-14,12
COc1ccc(CNC(=O)COC(=O)Cc2ccsc2)cc1,-3,-2,-0.1,98,-3.2,10,-3,15,-3
COc1ccc(N2CCN(C(=O)CN(c3cccc(Br)c3)S(C)(=O)=O)CC2)cc1,-8,-1,1.8,96,-1.2,0,-4,-7,-3
O=C(Nc1ccc(N2CCOCC2)c(Cl)c1)c1ccc(-n2cnnc2)cc1,-3,-2,0.8,99,0.8,-4,-8,-4,-8
CCOC(=O)c1c(C)[nH]c(C(=O)N/N=C/c2ccc(OC)c(OC)c2)c1C,2,7,-4.0,97,-1.9,-1,-39,9,3
CCCCN1C(=O)NC(NC(=O)C2CC2)(C(F)(F)F)C1=O (centres undefined),6,-12,0.5,79,-2.5,-3,2,5,-3
Cc1ccc(S(=O)(=O)NCCc2nnc3ccc(SCc4cccnc4)nn23)cc1,27,4,-4.4,101,-2.4,8,-12,18,-2
N#Cc1cc(N)ccc1Sc1ccccc1,4,1,0.8,102,-0.8,5,1,-14,-7
COc1ccc(C(=O)Nc2ccc(NC(=O)c3cc(OC)c(OC)c(OC)c3)cn2)cc1,11,10,-3.9,108,-4.0,-5,-25,8,5
CCCSc1ccccc1C(=O)N1CCN(C(=O)c2ccco2)CC1,1,0,-3.2,105,-1.6,3,-35,-6,15
CCCc1ccc(S(=O)(=O)NCCc2ccncc2)cc1,-10,1,0.3,96,-0.4,-8,-10,-3,0
CCn1c(CCC(=O)Nc2cc(F)ccc2C)nc2cc(S(=O)(=O)N(C)C)ccc21,12,-10,-4.6,91,-3.7,6,-19,-6,4
Oc1cccc2cc3cccc(O)c3c(O)c12,-4,4,3.0,82,0.8,9,3,12,5
N#Cc1cc2cc3c(cc2nc1NCCNC(=S)NCCCN1CCOCC1)OCO3,0,4,-0.4,104,-3.4,-5,12,0,9
CCCc1cc(C(F)(F)F)c(C#N)c(=O)[nH]1,6,8,-1.5,106,0.5,3,-1,10,6
CCOC(=O)C(=CNc1cc(C)ccc1-n1cccc1)C(=O)OCC,x,-18,-0.5,71,-0.7,-5,-16,6,-1
COc1ccc(CN2CCNC(=O)C2CC(=O)N(C)Cc2nc(C)cs2)c(OC)c1 (centres undefined),-10,3,-5.1,101,-3.4,2,-18,-1,10
CC(C)c1ccc(/C=C/C(=O)NCCC2=CCCCC2)cc1,29,1,-1.2,99,-3.4,27,-23,2,2
O=C(COC(=O)Cn1cnc2ccccc2c1=O)Nc1cc(Cl)ccc1[N+](=O)[O-],31,-2,-4.4,100,-4.4,0,-4,14,-1

# Looked up above.
# Value of O=C(Nc1ccc(N2CCOCC2)c(Cl)c1)c1ccc(-n2cnnc2)cc1 under MEKK2 mut-MEK5: -2
# Value of CCn1c(CCC(=O)Nc2cc(F)ccc2C)nc2cc(S(=O)(=O)N(C)C)ccc21 under MEKK2wt PB1 HTS: 91
# Value of O=[N+]([O-])c1cc(Cl)cc(/C=N/NC(=S)Nc2ccc(S(=O)(=O)N3CCOCC3)cc2)c1O under HCV NS3 hel inh: 34
# Value of CCCc1cc(C(F)(F)F)c(C#N)c(=O)[nH]1 under MEKK2 mut-MEK5: 8
# Value of COc1ccc(CN2CCNC(=O)C2CC(=O)N(C)Cc2nc(C)cs2)c(OC)c1 (centres undefined) under VIM-2 inhibitor: -5.1
# Value of O=C(O)/C=C/C(=O)Nc1ccc(-n2ccc(C(F)(F)F)n2)cc1 under VIM-2 inhibitor: -2.8

# More results.
SMILES,NALP1 yeast inh,MEKK2 mut-MEK5,VIM-2 inhibitor,MEKK2wt PB1 HTS,IMP-1 inhibitor,HCV NS3 hel inh,DNA FID counter,SUMO HTRF inh,M18AAP inhibitor
CCOc1ccc(N(C(C)C(=O)N2CCOCC2)S(C)(=O)=O)cc1 (centres undefined),13,4,-1.3,104,-2.8,4,0,9,-5
O=C(N/N=C1\CCc2ccccc21)c1ccccc1O,6,7,-4.8,93,-4.2,-7,1,-2,16
NCC(O)CN1CCN(Cc2ccccc2)CC1 (centres undefined),24,1,0.4,101,-1.2,-1,5,2,-7
N#CCc1ccc(NC(=O)c2cc(S(=O)(=O)N3CCOCC3)ccc2Cl)cc1,9,-3,-3.0,98,0.8,4,-14,-20,3
CCCC(=O)C1C(=O)CC(C)(C)C(c2cc(C)no2)C1=O (centres undefined),9,15,-2.3,102,-3.5,0,-3,5,2
CCCN(CCO)Cc1ccc2ccccc2c1,17,-7,-2.4,94,-4.3,3,0,14,-7

# Limited to VIM-2 inhibitor, for some of the entries so far:
SMILES,VIM-2 inhibitor
CN(C)S(=O)(=O)c1ccc(C(=O)NC(=O)CSc2ccccc2)cc1,-4.4
O=C(Nc1ccc(Cl)c(Cl)c1)Nc1ccccc1C(=O)O,-2.0
COc1ccc(N2CCN(C(=O)CN(c3cccc(Br)c3)S(C)(=O)=O)CC2)cc1,1.8
Oc1cccc2cc3cccc(O)c3c(O)c12,3.0
CCCc1cc(C(F)(F)F)c(C#N)c(=O)[nH]1,-1.5
CCCN(CCO)Cc1ccc2ccccc2c1,-2.4

# Bioassay records deposited in PubChem BioAssay by several laboratories.
